From PubChem
Coupling enz: inhibits coupling enzyme system, counter-screen for aldolase hits. 290,000 tested, 0.67% active. AID 2472. coupling enzyme system counterscreen, AmpLite Red fluorescence. activity change, negative = inhibition, % at 58.2 µM, hits read low; in the data active = activity change below about -30%; also: % is scaled to controls: 0 for no effect and ±100 for the full control effect
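Counterscreen of the coupled detection system alone, without aldolase: glyceraldehyde-3-phosphate coupling enzymes plus AmpLite Red readout. Compounds at 57.5 uM final, 10 min RT preincubation, 20 min RT reaction, fluorescence 525/598 nm.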
S-ASM inh: blocks human secretory acid sphingomyelinase; P17405; placental ASM, HMU-PC fluorogenic substrate, 60 min; Potency, µM (highest dose often 57.5 µM), for the others: at the highest dose activity change, negative = inhibition, usual class: inhibitors; 340,000 tested, 0.006% active; also: potency is read from the fitted curve at half-maximal effect
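Fluorescence read-out (Ex 386 nm, Em 447 nm) after stopping the reaction at pH 10. Enzyme: ASM from human placenta; substrate HMU-PC0, 9 uM final; 60 min, 37 °C. Compound preincubation 10 min, ambient temperature.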
Chronic BCR inh: blocks chronic active B-cell receptor signaling; Potency, µM (titrated, usually from 46.1 µM), for the others: at the top dose ratio change, negative = lower green/red ratio, usual class: inhibitors; ABC-DLBCL IkBa-CBG/CBR reporter, luminescence ratio, 4 h; AID 493014; 340,000 tested, 0.05% active; active = well fitted inhibition curve with a large enough effect in the signal ratio, with a control signal flat, not every such curve was filed as active; inconclusive = small, poorly fitted or top-dose-only effect, or effect the other way, or a change in a side signal; the % refers to the signal ratio;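 also: potency is read from the fitted curve at half-maximal effect; plate controls were basal doxycycline-induced cells for no effect and cells given 10 µM MG132 for full effect; MG132 reads +100%, hits lower the ratio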
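TMD8 human ABC-DLBCL cells with doxycycline-inducible IκBα–green luciferase fusion and unfused red luciferase, in 0.5% FBS medium; compounds up to 46 uM, 4 h at 37C. Green/red luminescence ratio, filter-overlap corrected, fitted to concentration-response curves.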
B2AR arrestin: beta2AR (human) beta-arrestin recruitment activity. beta-arrestin recruitment to beta2AR, cell-based reporter. Potency, µM (titrated, usually from 46.1 µM), for inactives: at the top dose activation, usual class: activators. P07550. AID 492947. 330,000 tested, 0.02% active;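 also: potency is read from the fitted curve at half-maximal effect; 0% = DMSO controls and full agonism = EC100 isoproterenol or metaproterenol; nearly all actives have a fitted effect of over 65% in size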
Target sequence (P07550 whole entry, looked up): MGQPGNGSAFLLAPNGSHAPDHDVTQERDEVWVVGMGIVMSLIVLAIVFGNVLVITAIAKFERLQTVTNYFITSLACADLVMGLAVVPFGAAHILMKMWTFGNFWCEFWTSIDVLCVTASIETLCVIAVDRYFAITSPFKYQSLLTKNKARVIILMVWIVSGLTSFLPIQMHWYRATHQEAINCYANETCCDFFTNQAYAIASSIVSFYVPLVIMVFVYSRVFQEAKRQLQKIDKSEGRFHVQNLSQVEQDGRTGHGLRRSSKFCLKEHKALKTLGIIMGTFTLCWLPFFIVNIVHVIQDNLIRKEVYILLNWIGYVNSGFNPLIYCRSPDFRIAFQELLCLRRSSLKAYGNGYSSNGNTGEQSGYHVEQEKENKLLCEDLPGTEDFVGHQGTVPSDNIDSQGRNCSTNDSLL
Tb PFK block: inhibitors of T. brucei phosphofructokinase; 330,000 tested, 0.17% active; Potency, µM (top dose mostly 57.5 µM), without a hit: top-dose activity, negative = inhibition, most hits filed as inhibitors; AID 485367; O15648; T. brucei PFK, ADP-Glo luminescence;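 also: potency is read from the fitted curve at half-maximal effect; 0% = uninhibited 1x PFK enzyme wells and -100% = no-enzyme wells; nearly all actives have a fitted effect of over 60% in size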
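Compounds were pin-transferred as a titration series up to 57 uM into substrate buffer (0.5 mM F6P, 0.1 mM ATP, pH 8.0), then 1.25 nM PFK was added and reactions ran 45 min before ADP-Glo detection.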
Menin-MLL TR inh: menin-MLL binding inhibition, Texas Red mutant peptide. AID 1768. O00255. 270,000 tested, 0.23% active. Potency, µM (series often up to 61.6 µM), without a hit: at the highest dose FP activity change, negative = inhibition, most hits filed as inhibitors. Menin + Texas Red MLL mutant peptide, fluorescence polarization; active = well fitted inhibition curve with a large enough effect in the polarisation, with a control signal flat, not every such curve was filed as active; inconclusive = small, poorly fitted or top-dose-only effect, or effect the other way, or a change in a side signal; inactive = no such curve, though single readings can be large or run the other way; the % refers to the polarisation; also: potency is read from the fitted curve at half-maximal effect; % of control where 0% means no effect; many of its hits are not listed in these tables
GALK inhibitor: inhibitors of human galactokinase | Purified GALK, Kinase-Glo residual ATP luminescence | Potency, µM (top dose mostly 57.5 µM), without a hit: at the top dose activity change, negative = inhibition, most hits filed as inhibitors | 270,000 tested, 0.007% active | AID 1868; also: potency is read from the fitted curve at half-maximal effect; % is scaled to controls: 0 for no effect and ±100 for the full control effect
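The enzyme phosphorylates galactose (100 uM) using ATP (35 uM); inhibition is detected as higher residual ATP, quantified by bioluminescence after 1 h reaction at room temperature, pH 8.0.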
a7 integrin act: integrin-mediated muscular dystrophy alleviation activation; alpha7betagal myoblasts, beta-gal FDG fluorescence, 48 h; Potency, µM (doses to about 38.3 µM), inactives show at the top dose activation, most hits filed as activators; 350,000 tested, 0.064% active; AID 624291;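 also: potency is read from the fitted curve at half-maximal effect; 100% = response of the positive control SU9516; nearly all actives have a fitted effect of over 60% in size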
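alpha7betagal+/- myoblasts (passage 13, 250/well) treated 48 h at 37C with compounds at 1:260 dilution of DMSO stock. Lysed, then beta-galactosidase activity read as FDG fluorescence (ex 480/em 540) after 30 min, with pre-read for autofluorescence.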
Giardia kill: Giardia lamblia killing; 340,000 tested, 0.15% active; Giardia lamblia trophozoite viability; activity change, % at 7.66 µM, hits read low; in the data active = activity change below about -80%; inconclusive = between about -30% and that limit;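 also: parasites exposed to compound for two days anaerobically before the ATP read; % is scaled to controls: 0 for no effect and ±100 for the full control effect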
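Trophozoites 100 cells/well + cpd; 48 hrs, 37 deg C, anaerobic. ATPLite 1-Step added, 15-30 min RT, luminescence read (ATP-based viability).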
PTAP TSG101 blk: blocks PTAP/TSG101 interaction to inhibit HIV-1 budding; Potency, µM (titrated, usually from 115 µM), without a hit: top-dose activity change, negative = inhibition, actives largely listed as inhibitors; Q99816; AID 493005; Fluorescence polarization, FITC-PTAP peptide / Tsg101 binding; 340,000 tested, under 10 active; active = well fitted inhibition curve with a large enough effect in the main read-out, with a control signal flat, not every such curve was filed as active; inconclusive = small, poorly fitted or top-dose-only effect, or effect the other way, or a change in a side signal; inactive = no such curve, though single readings can be large or run the other way; also: potency is read from the fitted curve at half-maximal effect; % of control where 0% means no effect
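Compounds were pin-transferred onto Tsg101 binding domain (10 uM final) in HEPES pH 7.5 buffer, then FITC-PTAP peptide was added at 50 nM final. After 20 min at RT, polarization reported peptide displacement across a qHTS concentration series.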
PKM2 act: increases activity of human pyruvate kinase M2 | 260,000 tested, 0.34% active | AID 1631 | Potency, µM (highest dose often 57.5 µM), without a hit: at the highest dose activation, hits mostly activators | P14618 | purified PKM2, Kinase-Glo ATP luminescence, activation; response scale: 0% is enzyme alone, no compound; also: potency is read from the fitted curve at half-maximal effect; % is scaled to controls: 0 for no effect and ±100 for the full control effect; nearly all actives have a fitted effect of over 55% in size
Target sequence (P14618 whole entry, looked up): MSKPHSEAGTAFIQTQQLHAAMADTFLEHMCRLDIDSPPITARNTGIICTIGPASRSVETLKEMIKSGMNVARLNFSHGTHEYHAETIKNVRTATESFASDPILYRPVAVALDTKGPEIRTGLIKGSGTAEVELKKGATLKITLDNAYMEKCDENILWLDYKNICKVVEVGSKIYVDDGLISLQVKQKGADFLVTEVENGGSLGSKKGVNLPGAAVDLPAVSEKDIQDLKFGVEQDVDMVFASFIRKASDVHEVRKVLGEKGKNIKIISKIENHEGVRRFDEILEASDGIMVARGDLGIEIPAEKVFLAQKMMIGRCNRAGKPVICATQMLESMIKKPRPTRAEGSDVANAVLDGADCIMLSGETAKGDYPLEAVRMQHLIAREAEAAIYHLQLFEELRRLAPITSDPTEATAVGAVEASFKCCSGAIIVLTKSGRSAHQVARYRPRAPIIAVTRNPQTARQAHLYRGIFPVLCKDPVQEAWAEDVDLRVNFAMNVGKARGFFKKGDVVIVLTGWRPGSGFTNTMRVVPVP
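ATP formation by purified human PK-M2, quantified via coupled luciferase luminescence after 1 h at room temperature with 0.1 mM ADP and 0.5 mM PEP final.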
Numbers without * were called inactive; ? = inconclusive; · = no result given; [ ] = remark or other dose. Unless noted, calls follow the shape of the dose curve; as a rule, active = well fitted curve in the direction sought with a large enough effect; inconclusive = small, poorly fitted or top-dose-only effect, or another doubt; inactive = no such curve, though single readings can be large; an effect the other way counts as inactive or inconclusive. Only part of the results is shown; the hit share may differ from the screen's.

Compound	Chronic BCR inh	GALK inhibitor	PKM2 act	Menin-MLL TR inh	Giardia kill	S-ASM inh	a7 integrin act	Tb PFK block	Coupling enz	B2AR arrestin	PTAP TSG101 blk
Cc1cc(C)c[n+](CC(=O)c2cc3ccccc3oc2=O)c1	18%	-4%	13%	15%	17	5%	-5%	-12%	-1	0.3%	-4%
CC1(CCc2ccccc2)NC(=O)N(CC(=O)Nc2ccc(OC(F)F)cc2)C1=O (stereo unspecified)	-10%	·	·	·	-10	-2%	18%	-13%	·	-0.4%	0%
Cn1nc(C(=O)Nc2cccc(C(F)(F)F)c2)ccc1=O	?	-8%	0%	8%	-1	-1%	10%	-1%	1	-0.3%	-4%
CC(=O)c1cc(F)c(N2CCN(CCC#N)CC2)cc1C	7%	0%	-4%	15%	-11	2%	-1%	1%	0	-0.8%	-5%
O=C(COC(=O)CCCOc1ccc(Cl)cc1Cl)NCc1ccccc1	?	·	0%	-7%	-7	-3%	20%	-3%	2	-1.0%	-2%
COc1ccc(CN2CC(C(=O)NCCc3ccc(Cl)cc3)CC2=O)cc1 (stereo unspecified)	3%	-2%	-1%	6%	-16	0%	-6%	-2%	5	0.2%	-2%
Cc1cc(C(=O)COC(=O)c2ccc(O)cc2O)c(C)n1-c1ccccc1	?	·	·	·	12	-12%	-44%[inhibitor]	0%	·	1.1%	-3%
CCOC(=O)Cc1csc(N/N=C/c2ccc(C(F)(F)F)cc2)n1	?	·	3%	11%	2	6%	-7%	-6%	1	0.0%	-1%
CCOC(=O)C1CCCN(C(=O)C(C)(C)Oc2ccc(Cl)cc2)C1 (stereo unspecified)	7%	4%	-3%	-15%	11	3%	-8%	-4%	-4	-0.9%	-1%
COc1ccccc1/C=N/OCC(=O)NCc1ccc2c(c1)OCO2	?	0%	3%	-17%	24	1%	25%	10%	-2	-0.8%	-3%
CC1(C)CC(=O)C(C=Nc2cccnc2)=C(O)C1	?	0%	0%	23%	-3	0%	-12%	1%	1	-1.1%	1%
CCOC(=O)C1(CCCc2ccccc2)CCN(C(=O)CCn2cnnn2)CC1	4%	0%	-3%	-1%	5	0%	-5%	1%	5	-0.9%	1%
CC1Nc2ccccc2C(=O)N1NC(=O)c1ccc(Br)cc1 (stereo unspecified)	16%	0%	-6%	1%	1	2%	15%	-7%	7	0.2%	0%
CCc1cc(=O)n2[nH]c(C)c(-c3ccccc3OC)c2n1	15%	1%	-17%	1%	0	-2%	23%	-3%	5	-0.5%	-1%
Cc1ccc(N2C(=O)c3cccc4c(N5CCN(C)CC5)ccc(c34)C2=O)c2cccnc12	3%	1%	7%	0%	17	1%	-8%	-2%	3	0.5%	?
O=C1NC(=O)C2C1C(c1ccccc1)N1C3C(=O)NC(=O)C3C(c3ccccc3)N21 (stereo unspecified)	2%	0%	16%	7%	-21	10%	27%	?	-1	-1.2%	-4%
CC(C)c1nnc(NC(=O)c2ccc(S(=O)(=O)N3CCOCC3)cc2)s1	-1%	1%	-3%	-4%	-12	-2%	3%	-6%	3	-0.1%	-1%
CCCOC(=O)NC(CC)COC(=O)Nc1cccc(C)c1C (stereo unspecified)	0%	0%	-1%	2%	7	-1%	-5%	1%	1	-0.5%	-2%
CC(=O)CSc1ncnc2sc3c(c12)CCC(C)C3 (stereo unspecified)	1%	5%	6%	-21%	-1	0%	-29%	-4%	2	-0.2%	-2%
Cc1nnc(C)n1/N=C/c1ccccc1	4%	·	0%	17%	-3	0%	-4%	3%	-2	-1.2%	-3%
CCOC(=O)N1CCN(c2nc(-c3cccs3)nc3ccccc23)CC1	12%	13%	·	?	10	-6%	-43%	0%	7	0.2%	-4%
O=C(NCCC1=CCCCC1)C1CCN(S(=O)(=O)c2cccc(C(F)(F)F)c2)CC1	0%	·	·	·	-5	1%	-20%	6%	·	-0.9%	-1%
O=C(Nc1cccc(Cl)c1)c1ccc(=O)[nH]n1	?	3%	·	15%	0	0%	32%	0%	0	-0.1%	-1%
O=C(CC(=O)N/N=C\c1c(Cl)cccc1Cl)NCc1ccccc1	11%	-1%	-6%	-16%	-3	-2%	2%	-4%	-4	0.3%	-6%
Cc1ccc(/C=N/NC(=O)CN2CCN(Cc3ccccc3)CC2)s1	?	-1%	0%	·	-16	0%	9%	4%	2	5.3%	1%
N#C/C(=N\Nc1ccc(Cl)cc1)C(N)=S	?	·	-6%	·	2	?	12%	3%	-1	-0.9%	-7%
Cc1ccccc1NC(=O)CN1C(=O)c2ccccc2C1=O	1%	3%	-4%	-19%	19	3%	5%	-3%	0	0.1%	-7%
COc1cccc2cc(-c3cc(=O)oc4cc(C)c(OCC(C)=O)cc34)oc12	-6%	5%	0%[0.46 µM]	1%	9	13%	22%	-3%	1	-0.9%	-3%
Cc1cc2oc(C(=O)Nc3ccc(S(=O)(=O)Nc4ncccn4)cc3)cc(=O)c2cc1Cl	5%	0%	0%	?	12	-2%	-20%	11%	4	-1.0%	1%
O=C(c1ccccc1)c1sc(N2CCCCCC2)nc1-c1ccccc1	?	1%	-1%	1%	-2	-8%	4%	-4%	-2	-0.9%	-1%

Rewritten with two lines to a compound: part of the list above
Every second line gives: Chronic BCR inh	GALK inhibitor	PKM2 act	Menin-MLL TR inh	Giardia kill	S-ASM inh	a7 integrin act	Tb PFK block	Coupling enz	B2AR arrestin	PTAP TSG101 blk
Cc1cc(C)c[n+](CC(=O)c2cc3ccccc3oc2=O)c1
 : 18%	-4%	13%	15%	17	5%	-5%	-12%	-1	0.3%	-4%
CC1(CCc2ccccc2)NC(=O)N(CC(=O)Nc2ccc(OC(F)F)cc2)C1=O (stereo unspecified)
 : -10%	·	·	·	-10	-2%	18%	-13%	·	-0.4%	0%

(listing goes on)
Compound	Chronic BCR inh	GALK inhibitor	PKM2 act	Menin-MLL TR inh	Giardia kill	S-ASM inh	a7 integrin act	Tb PFK block	Coupling enz	B2AR arrestin	PTAP TSG101 blk
Cc1ccc(CNC(=O)C(=O)NCC2OCCN2C(=O)c2ccc(Cl)cc2)cc1 (stereo unspecified)	-9%	·	-15%	-2%	-14	1%	9%	-7%	-2	-0.6%	0%
CC(NC(=O)NNC(=O)c1ccncc1)(C(F)(F)F)C(F)(F)F	-11%	-1%	?	16%	2	2%	17%	1%	2	-0.1%	2%
O=C(CSc1nc2ccccc2c(=O)n1-c1ccccc1Cl)NCC1CCCO1 (stereo unspecified)	?	·	·	·	-8	2%	20%	-6%	·	0.2%	-8%
CC(=O)c1cccc(NC(=O)C=C(C)C)c1	?	-1%	-4%	?	42[activator]	4%	?	1%	-5	-1.1%	-4%
COc1ccc(NS(=O)(=O)c2cccc(C(=O)N/N=C/c3cn(-c4ccccc4)nc3-c3ccc(OC)cc3)c2)cc1	8%	0%	-1%	·	0	0%	5%	1%	0	-0.3%	-1%
COc1ccc(OC)c(NC(=O)CSc2nnc(C3CCCCC3)n2-c2ccccc2)c1	25%	-4%	13%	-6%	6	-1%	12%	-4%	3	-0.1%	-1%
COc1cc(NC(=O)c2noc3c2CCCC3)c(OC)cc1Cl	0%	-3%	-1%	1%	-6	-1%	8%	-1%	2	-0.2%	-3%

Some entries already given with just PTAP TSG101 blk, Giardia kill and GALK inhibitor:
canonical_smiles,PTAP TSG101 blk,Giardia kill,GALK inhibitor
CC(=O)c1cccc(NC(=O)C=C(C)C)c1,-4%,42[activator],-1%
COc1ccc(OC)c(NC(=O)CSc2nnc(C3CCCCC3)n2-c2ccccc2)c1,-1%,6,-4%
